TSHR antag: antagonists of human thyroid stimulating hormone receptor; TSHR-expressing cells, TSH-stimulated cAMP HTRF, 2 h; stronger effect = lower value; activity change, negative = inhibition, % at 11.5 µM; actives 0.2% (n = 330,000);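 active = activity change below a set negative limit, meaning inhibition stronger than a set level, cut at about -70% in these data; inconclusive = activity change between two set negative limits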; also: % is scaled to controls: 0 for no effect and ±100 for the full control effect
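Competitive HTRF cAMP read-out (cryptate anti-cAMP antibody, cAMP-d2; 30 min, room temperature) in freshly harvested TSHR cells. Compounds added before TSH at EC80 (4nM final), followed by 2 hours' incubation at 37 deg C.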
USP2a inh: blocks human ubiquitin-specific protease USP2a; Potency, µM (doses to about 38.3 µM), for inactives: at the highest dose activity change, negative = inhibition, most hits filed as inhibitors; actives 0.01% (n = 330,000); USP2 core, Ub-CHOP2 coupled fluorogenic reporter, 485/531; O75604;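 also: potency is read from the fitted curve at half-maximal effect; plate controls were DMSO wells for no effect and full inhibition by NEM control for full effect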
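USP2 core (10nM final) preincubated 30min RT with compound in 20mM Tris-HCl pH 8.0, 2mM CaCl2, 2mM beta-mercaptoethanol, 0.05% CHAPS; 25nM Ub-CHOP2 plus 25nM reporter substrate added, fluorescence (Ex485/Em531) read after 60min.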
ELG1 repair inh: inhibitors of ELG1-dependent DNA repair in HEK293T cells; HEK293T ELG1-luciferase reporter, luminescence, 16 h; DNA damage induced by 5-fluorouridine; Potency, µM (highest dose often 46.1 µM), for the others: at the top dose activity change, negative = inhibition, actives largely listed as inhibitors; actives 2.3% (n = 330,000); AID 504467; also: potency is read from the fitted curve at half-maximal effect; % is scaled to controls: 0 for no effect and ±100 for the full control effect; nearly all actives have a fitted effect of over 55% in size
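Cells (2,000 per well) received 5-fluorouridine plus test compound or DMSO and were incubated 16 hr at 37 °C, 5% CO2. Luciferase activity was read by luminescence 30 min after ONE-Glo addition; signal suppression marked inhibition of damage-induced ELG1 function.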
Mito fusion yeast: mitochondrial division inhibition or fusion activation | Potency, µM (series often up to 46.1 µM), without a hit: top-dose growth rescue (activation), actives largely listed as activators | S. cerevisiae fusion-defective mutant growth rescue, CellTiterGlo 48 h | actives 0.23% (n = 320,000) | AID 485298;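 also: potency is read from the fitted curve at half-maximal effect; % of control where 0% means no effect; nearly all actives have a fitted effect of over 45% in size; temperature-sensitive fusion mutants such as fzo1-1 at 37 °C on non-fermentable ethanol glycerol medium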
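Yeast fusion mutant, YPEG (non-fermentable carbon), compound, 48 h at 37C non-permissive; CellTiterGlo added, 10 min RT, luminescence read. Rescued growth = division inhibition.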
Eya2 phos inh: Eya2 (human) phosphatase inhibition | Potency, µM (series often up to 76.9 µM), without a hit: top-dose activity, negative = inhibition, actives largely listed as inhibitors | actives 0.006% (n = 330,000) | O00167 | recombinant Eya2, OMFP fluorescence dephosphorylation (OMFP is methylfluorescein phosphate); also: potency is read from the fitted curve at half-maximal effect; % is scaled to controls: 0 for no effect and ±100 for the full control effect
Target sequence (O00167 whole entry, looked up): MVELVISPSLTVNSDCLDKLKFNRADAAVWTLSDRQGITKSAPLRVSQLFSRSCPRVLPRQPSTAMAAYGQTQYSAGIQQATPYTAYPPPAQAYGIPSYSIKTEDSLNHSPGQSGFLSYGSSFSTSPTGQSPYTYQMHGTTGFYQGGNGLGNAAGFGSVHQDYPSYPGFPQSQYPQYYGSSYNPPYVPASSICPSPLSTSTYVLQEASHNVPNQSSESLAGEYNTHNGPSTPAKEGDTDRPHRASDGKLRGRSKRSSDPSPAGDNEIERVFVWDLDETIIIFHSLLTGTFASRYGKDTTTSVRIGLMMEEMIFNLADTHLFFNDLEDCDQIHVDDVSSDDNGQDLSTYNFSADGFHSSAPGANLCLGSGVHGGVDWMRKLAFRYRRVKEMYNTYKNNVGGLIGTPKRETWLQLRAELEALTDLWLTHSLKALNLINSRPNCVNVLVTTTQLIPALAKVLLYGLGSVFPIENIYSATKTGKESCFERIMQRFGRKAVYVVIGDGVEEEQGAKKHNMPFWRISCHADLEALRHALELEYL
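Eya2 protein (added as 0.2 uM solution) was preincubated with compound for 10 min at ambient temperature in 50 mM HEPES pH 7.5, 50 mM NaCl, 5 uM MgCl2, 0.05% BSA, 1 mM DTT. OMFP (added at 50 uM) then reacted 10 min; fluorescence read at 485/525 nm.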
Tb PFK block: blocks T. brucei phosphofructokinase; Potency, µM (doses to about 57.5 µM), for the others: at the top dose activity, negative = inhibition, actives largely listed as inhibitors; actives 0.17% (n = 330,000); T. brucei PFK, ADP-Glo luminescence;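 also: potency is read from the fitted curve at half-maximal effect; 0% = uninhibited 1x PFK enzyme wells and -100% = no-enzyme wells; nearly all actives have a fitted effect of over 60% in size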
Target sequence (O15648 whole entry, looked up): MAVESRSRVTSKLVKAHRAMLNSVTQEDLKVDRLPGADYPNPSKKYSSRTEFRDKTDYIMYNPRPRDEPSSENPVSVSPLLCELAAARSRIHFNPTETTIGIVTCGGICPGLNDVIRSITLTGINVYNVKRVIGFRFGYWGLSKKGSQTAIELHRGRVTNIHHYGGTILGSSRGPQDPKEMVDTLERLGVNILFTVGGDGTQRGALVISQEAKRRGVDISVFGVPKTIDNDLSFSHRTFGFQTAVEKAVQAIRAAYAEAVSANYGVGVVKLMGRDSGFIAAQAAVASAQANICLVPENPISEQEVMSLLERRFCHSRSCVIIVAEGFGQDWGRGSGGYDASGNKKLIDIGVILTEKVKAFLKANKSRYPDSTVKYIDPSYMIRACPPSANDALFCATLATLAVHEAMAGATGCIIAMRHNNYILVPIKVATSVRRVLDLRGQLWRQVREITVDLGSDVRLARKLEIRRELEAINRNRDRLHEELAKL
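ADP-Glo luminescence quantified ADP after 45 min at room temperature, with 1.25 nM T. brucei PFK, 0.1 mM ATP and 0.5 mM fructose-6-phosphate in pH 8.0 TEA buffer. qHTS titrations up to 57 µM; curves classified by quality.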
Chronic BCR inh: inhibitors of chronic active B-cell receptor signaling; ABC-DLBCL IkBa-CBG/CBR reporter, luminescence ratio, 4 h; Potency, µM (series often up to 46.1 µM), without a hit: at the highest dose ratio change, negative = lower green/red ratio, most hits filed as inhibitors; actives 0.05% (n = 340,000); active = well fitted inhibition curve with a large enough effect in the signal ratio, with a control signal flat, not every such curve was filed as active; inconclusive = small, poorly fitted or top-dose-only effect, or effect the other way, or a change in a side signal; the % refers to the signal ratio;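 also: potency is read from the fitted curve at half-maximal effect; plate controls were basal doxycycline-induced cells for no effect and cells given 10 µM MG132 for full effect; MG132 reads +100%, hits lower the ratio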
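Concentration-response series (up to 46 uM) were applied to TMD8 dual-reporter cells for 4 h at 37C with doxycycline. Green/red ratio, after filter-overlap correction, defined %Activity; red signal alone was normalised to basal cells and zero luminescence.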
uPA surface inh: blocks generation of uPA at the cell surface | actives 0.31% (n = 330,000) | cell surface uPA generation assay, qHTS | Potency, µM (titrated, usually from 38.3 µM), for inactives: at the highest dose activity change, negative = inhibition, most hits filed as inhibitors; active = well fitted inhibition curve with a large enough effect; inconclusive = small, poorly fitted or top-dose-only effect; inactive = no such curve, though single readings can be large or run the other way; tested in mouse RAW 264.7 cells; also: potency is read from the fitted curve at half-maximal effect; % is scaled to controls: 0 for no effect and ±100 for the full control effect; nearly all actives have a fitted effect of over 55% in size
TSG101-PTAP inh: blocks PTAP/TSG101 interaction to inhibit HIV-1 budding; Q99816; Fluorescence polarization, FITC-PTAP peptide / Tsg101 binding; Potency, µM (highest dose often 115 µM), inactives show at the highest dose activity change, negative = inhibition, most hits filed as inhibitors; 340,000 tested, under 10 active; AID 493005; active = well fitted inhibition curve with a large enough effect in the main read-out, with a control signal flat, not every such curve was filed as active; inconclusive = small, poorly fitted or top-dose-only effect, or effect the other way, or a change in a side signal; inactive = no such curve, though single readings can be large or run the other way; also: potency is read from the fitted curve at half-maximal effect; % of control where 0% means no effect
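Fluorescence polarization binding of Tsg101 binding domain (10 uM final) to FITC-labeled PTAP peptide (50 nM final) in HEPES pH 7.5 buffer with NaCl, Tween 20, EDTA, TCEP. Compounds added before peptide; binding 20 min at RT.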
B2AR arrestin: beta2AR (human) beta-arrestin recruitment activity | beta-arrestin recruitment to beta2AR, cell-based reporter | Potency, µM (titrated, usually from 46.1 µM), for the others: at the top dose activation, actives largely listed as activators | actives 0.02% (n = 330,000);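 also: potency is read from the fitted curve at half-maximal effect; 0% = DMSO controls and full agonism = EC100 isoproterenol or metaproterenol; nearly all actives have a fitted effect of over 65% in size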
TCR act: activators of T cell receptors | primary human leukocytes, anti-CD3, IL-2 HTRF, 48 h | Potency, µM (doses to about 9.22 µM), for the others: at the highest dose activation of IL-2 secretion, hits mostly activators | 330,000 tested, under 10 active; also: % of control where 0% means no effect
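Readout: HTRF IL-2, Eu-cryptate/d2 antibody pair, 320nm excitation, 665nm emission. Stimulus: a-CD3 beads, no co-stimulation. Cells: primary human leukocytes. Exposure: 48 hr with compound.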
Numbers without * were called inactive; u = inconclusive; x = no result given; & = joins results of further samples; [ ] = remark or other dose. Unless noted, calls follow the shape of the dose curve; as a rule, active = well fitted curve in the direction sought with a large enough effect; inconclusive = small, poorly fitted or top-dose-only effect, or another doubt; inactive = no such curve, though single readings can be large; an effect the other way counts as inactive or inconclusive.

SMILES	TSHR antag	USP2a inh	ELG1 repair inh	Mito fusion yeast	Eya2 phos inh	Tb PFK block	Chronic BCR inh	uPA surface inh	TSG101-PTAP inh	B2AR arrestin	TCR act
O=C1CC(NCC2CCCO2)C(=O)N1c1ccc(Cl)cc1 (configuration not stated)	2	2%	1%	-9%	-18%	3%	-1%	14%	-2%	0.0%	-25%
CCOc1ccc(N2Cc3ncccc3C2=O)cc1	1	-1%	u	-1%	-5%	-9%	-1%	x	-6%	0.3%	6%
COc1cc(NC(=O)N2CCOCC2)cc(OC)c1	-2	-1%	-1%	1%	-44%	-1%	u	11%	0%	-0.1%	4%
O=C(NCCc1ccccc1)C(c1ccc(F)cc1)N(C(=O)c1csnn1)C1CC1 (configuration not stated)	12	2%	-9%	-5%	0%	4%	8%	-2%	-7%	-0.2%	8%
CC(=O)NNc1ncnc2c1cnn2-c1ccc(C)c(C)c1	1	1%	u	2%	0%	1%	u	-2%	1%	-1.3%	-6%
COc1cc(C(=O)OCC(=O)NC2CCCCC2)cc2c1OCCO2	-7	6%	-5%	-2%	-2%	1%	0%	8%	1%	-1.3%	-2%
O=C(OCC(O)COc1ccccc1)c1ccc([N+](=O)[O-])cc1 (configuration not stated)	-4	-3%	-16%	-14%	3%	0%	8%	-6%	-2%	-0.4%	1%
Cc1nc([N+](=O)[O-])cn1CC(=O)Nc1ccc(F)c(Cl)c1	-6	0%	12%	-2%	u	-14%	-1%	-1%	-1%	-0.3%	-4%
Cc1noc(C)c1COc1ccccc1C(=O)NCCOc1ccccc1F	17	0%	11%	6%	-1%	-9%	1%	5%	0%	-0.1%	-6%
c1csc(-c2nc3ccccn3c2NC2CCCCC2)c1	20	1%	-8%	-5%	-21%	-4%	u	-3%	-4%	0.1%	2%
N#Cc1cccc(NC(=O)CNc2cccc(S(=O)(=O)N3CCCC3)c2)c1	-6	0%	u	-5%	16%	-5%	u	-12%	1%	-0.1%	-8%
Nc1cc(=O)[nH]c(SCC(=O)NCC2CCCO2)n1 (configuration not stated)	2	1%	-2%	0%	14%	-1%	1%	0%	0%	-0.1%	-6%
O=C(N/N=C/c1ccco1)c1cc(=O)[nH]c2ccccc12	9	2%	u	4%	-1%	-5%	-20%	-8%	1%	0.0%	0%
CCOC(=O)C1=CN(CC)S(=O)(=O)NC1c1ccc(C(F)(F)F)cc1 (configuration not stated)	-3	2%	0%	x	7%	1%	7%	-16%	0%	-0.1%	-5%[46.1 µM]
O=c1[nH]c2ccccc2c(O)c1-c1ccccc1	6	-4%	-5%	13%	-9%	2%	2%	-1%	-4%	-0.1%	1%
Cc1c(CN2CCCC(C(=O)c3cccc(OC(C)C)c3)C2)c(=O)n(-c2ccccc2)n1C (configuration not stated)	-1	-1%	6%	0%	0%	1%	3%	4%	-3%	0.0%	0%
CCC(C)NC(=O)COC(=O)c1cc([N+](=O)[O-])ccc1Sc1nc(C)cs1 (configuration not stated)	9	1%	u	-6%	-14%	0%	-2%	-4%	-2%	-0.1%	1%
Cc1ccc2c(C)c(C(=O)N(C)Cc3ccncn3)oc2c1C	14	-1%	21%	3%	-3%	1%	u	-16%	-3%	-0.3%	8%
Nc1ncc(Br)cc1S(=O)(=O)Nc1cc(C(F)(F)F)cc(C(F)(F)F)c1	u	-2%	u	-14%	7%	-1%	u	-4%	-8%	-0.1%	3%
Cc1cccc(C(C)C)c1NC(=O)C(C)OC(=O)Cc1n[nH]c(=O)c2ccccc12 (configuration not stated)	6	2%	15%	6%	12%	5%	0%	4%	0%	-0.1%	-5%
C=CCNc1oc(-c2ccc(-c3ccccc3)cc2)nc1C#N	19	-3%	17%	x	-2%	-3%	u	u	-2%	13%	4%
CCCc1nc(NCc2ccco2)c(C#N)c2c1COC(C)(C)C2	-14	0%	u	9%	-1%	-3%	0%	1%	-1%	-1.3%	0%
CCOC(=O)c1[nH]c(C)c(C(=O)N2CCN(C(=O)c3ccco3)CC2)c1C	-6	-1%	6%	-2%	9%	2%	-13%	12%	x	0.0%	0%[46.1 µM]
COC(=O)CN1C(c2ccc(OC)cc2)=Nc2ccc(Cl)cc2C1c1ccccc1 (configuration not stated)	23	0%	1%	13%	-13%	-1%	u	0%	0%	-0.3%	-4%[46.1 µM]
O=C(O)CCn1c(=S)n(CCC(=O)O)c2ccccc21	-27	2%	6%	-7%	-8%	4%	0%	6%	0%	-0.4%	0%
O=c1c2ccccc2nc(/C=C/c2ccccc2)n1CCCO	-1	2%	-28%	u	-9%	-8%	-1%	-9%	0%	-0.1%	0%
COc1ccc(NC(=O)Nc2cccc(F)c2)c(OC)c1	-3	4%	u	-2%	-3%	-7%	u	2%	0%	0.1%	-9%
CCOc1ccc(N(CC(=O)NCCSCc2ccco2)S(=O)(=O)c2ccc(F)cc2)cc1	-8	3%	-6%	0%	-5%	0%	3%	-3%	-1%	-0.8%	-3%
O=C(Nc1ccc(F)cc1)c1ccc2nc[nH]c2c1	1	6%	u	0%	2%	2%	u	-14%	-1%	0.1%	-3%
c1ccc2c(c1)CCCC2C1=NCCN1 (configuration not stated)	-16&-4	-1%	-6%	5%&-1%	6%&-1%	-3%	12%	4%	-6%	-0.5%	-1%
O=S(=O)(NCCCCCNS(=O)(=O)c1ccccc1)c1ccccc1	-5	0%	u	-1%	5%	-11%	u	1%	-4%	-0.4%	4%
CC(C)Cn1cnc2c(c1=N)C(c1ccccc1)C1=C(CC(C)(C)CC1=O)O2 (configuration not stated)	-4	3%	4%	-5%	-21%	2%	u	4%	-4%	-0.6%	2%
Cc1noc(C)c1S(=O)(=O)N(C)C[C@H]1Oc2ccc(NS(=O)(=O)c3ccccc3)cc2C(=O)N([C@H](C)CO)C[C@@H]1C	23	0%	u	x	11%	0%	u	12%	-2%	-0.2%	-3%
CC(NC(=O)C12CC3CC(CC(C3)C1)C2)c1ccc2c(c1)OCCO2 (configuration not stated)	-12	0%	-7%	5%	9%	-1%	u	x	-4%	0.1%	1%
Fc1ccc(CSc2nnc(-c3ccncc3)o2)cc1	-5	2%	u	1%	1%	0%	13%	11%	0%	-0.1%	6%
Fc1ccc(Nc2nnc(C(F)(F)F)s2)cc1	13	0%	u	-3%	-6%	-3%	13%	-4%	-2%	-0.6%	5%
c1ccc(-c2noc(CN3CCCC(OCc4ccccn4)C3)n2)cc1 (configuration not stated)	9	2%	u	4%	-1%	0%	-14%	20%	0%	0.1%	4%
O=[N+]([O-])c1ccc2nc(/C=C/c3ccc(Cl)cc3)[nH]c2c1	-35	1%	u	-6%	-33%	-4%	-3%	u	0%	-0.2%	-2%
Cc1ccc(C(=O)N2CCC3(CC2)Oc2ccc(F)cc2C(=O)C32CC(c3cccnc3)=NO2)s1 (configuration not stated)	1	1%	u	1%	-8%	3%	-1%	14%	0%	-0.4%	-3%
CN1C(=O)C(=O)N(CC(=O)N2CCc3ccccc32)C1=O	3	3%	8%	0%	4%	4%	u	-2%	-2%	0.0%	-9%
CCn1cc(C(=O)Nn2cnnc2)c(=O)c2ccc(C)nc21	0	2%	2%	2%	-1%	6%[0.46 µM]	u	5%	-1%	-0.1%	7%
CS(=O)(=O)N(CC(=O)N1CCCC1)Cc1ccc(F)cc1	16	1%	19%	3%	-7%	2%	0%	10%	-9%	-0.2%	x
COc1cccc(C(=O)OCC(=O)NCCNC(=O)COC(=O)c2cccc(OC)c2OC)c1OC	-3	2%	1%	-2%	11%	1%	0%	4%	0%	-0.7%	0%
CCc1ccc(OCC(=O)Nc2ccncc2)c(Br)c1	-24	-1%	u	-6%	12%	6%	u	-3%	-5%	-0.6%	-2%

Screens from PubChem.
